# Assay outcomes: PubChem BioAssay, several laboratories
# V-ATPase pHluor = regulators of yeast V-ATPase proton pumping, primary screen, pHLuorin cytosolic pH fluorescence; response, % at 10 µM; 350,000 compounds, 0.37% hits; S. cerevisiae; in the data active means response mostly above about 7.3%, no sharp cut-off; inactive means mostly below about 5.4%; further: actives read high; inactives centre near 0; some compounds called inactive have numbers as strong as hits; reference of the scale not given here
# HTR5A ag = HTR5A agonists in luminescence cell assay, primary screen, counter-screen for OPRM1-OPRD1 heterodimer agonist project, full-deck HTS; AID 504692, 2011; cell-based; 340,000 compounds, 0.61% hits; activation, % at 9.3 µM; 5-hydroxytryptamine receptor 5A (Homo sapiens), P47898; in the data active means activation mostly above about 9.5%, no sharp cut-off; inactive means mostly below about 7.6%;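 further: 0% = cells with vehicle only and 100% = reference agonist; strong numbers were not always called active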
# Target sequence (P47898 whole entry, looked up): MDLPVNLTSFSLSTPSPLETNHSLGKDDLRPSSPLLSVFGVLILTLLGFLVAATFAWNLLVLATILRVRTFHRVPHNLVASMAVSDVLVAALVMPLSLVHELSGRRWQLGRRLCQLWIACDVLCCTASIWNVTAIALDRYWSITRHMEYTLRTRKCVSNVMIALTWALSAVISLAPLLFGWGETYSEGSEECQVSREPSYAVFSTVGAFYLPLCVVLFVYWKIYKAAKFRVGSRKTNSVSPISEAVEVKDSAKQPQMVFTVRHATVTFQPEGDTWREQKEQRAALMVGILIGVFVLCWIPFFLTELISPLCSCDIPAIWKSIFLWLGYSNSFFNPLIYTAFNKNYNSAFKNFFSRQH
# DAGLB inhibitor = DAGLB lipase inhibitors, primary screen, biochemical, fluorescence, HTS; Diacylglycerol lipase-beta (Homo sapiens), Q8NCG7; HEK293T DAGLB membrane lysate, EnzChek fluorogenic substrate; inhibition, % at 5.17 µM; 340,000 compounds, 0.059% hits; AID 504411, 2011; in the data active means inhibition above about 34%;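 further: 0% = enzyme with vehicle and 100% = wells lacking enzyme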
# Target sequence (Q8NCG7 whole entry, looked up): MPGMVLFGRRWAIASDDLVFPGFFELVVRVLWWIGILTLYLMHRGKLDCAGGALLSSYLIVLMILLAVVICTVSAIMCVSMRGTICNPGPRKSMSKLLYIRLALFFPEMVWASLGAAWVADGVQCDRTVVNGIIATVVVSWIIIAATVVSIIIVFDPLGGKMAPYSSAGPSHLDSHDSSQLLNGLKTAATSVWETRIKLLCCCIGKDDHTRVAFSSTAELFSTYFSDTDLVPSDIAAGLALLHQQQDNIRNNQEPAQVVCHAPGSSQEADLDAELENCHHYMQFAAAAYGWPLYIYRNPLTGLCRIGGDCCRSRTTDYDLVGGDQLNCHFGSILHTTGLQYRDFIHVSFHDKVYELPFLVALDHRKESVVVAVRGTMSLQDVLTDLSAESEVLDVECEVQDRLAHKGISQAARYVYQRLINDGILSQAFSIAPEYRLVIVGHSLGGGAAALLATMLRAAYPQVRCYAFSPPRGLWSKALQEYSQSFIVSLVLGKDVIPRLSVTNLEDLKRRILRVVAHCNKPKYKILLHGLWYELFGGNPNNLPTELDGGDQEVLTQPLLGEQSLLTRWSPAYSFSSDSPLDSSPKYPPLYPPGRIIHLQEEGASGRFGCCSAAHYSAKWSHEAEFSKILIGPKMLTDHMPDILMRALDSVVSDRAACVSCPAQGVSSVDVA
# HTR5A inv ag = HTR5A inverse agonists in luminescence cell assay, primary screen, counter-screen for OPRM1-OPRD1 heterodimer inverse agonist project, full-deck HTS; 5-hydroxytryptamine receptor 5A (Homo sapiens), P47898; HTR5A cell line, inverse agonism; inhibition, % at 9.3 µM; 340,000 compounds, 0.083% hits; AID 504634, 2011; in the data active means inhibition mostly above about 23%, no sharp cut-off; inactive means mostly below about 18%;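 further: 0% = cells with DMSO and 100% = no-cell wells with DMSO; some compounds called inactive have numbers as strong as hits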
# DSG3 Ab inh = inhibitors of pemphigus antibody binding to DSG3, primary screen, biochemical, bead-based, flow cytometry, scFv-GFP; 310,000 compounds, 0.48% hits; AID 588358, 2011; binding (percent of control), % at 10 µM; DSG3-coupled beads, scFv-anti-DSG3-GFP binding; stronger effect = lower value; Desmoglein-3 (Homo sapiens), P32926;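 active means binding more than 3 SD below its plate's average and above zero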; further: some compounds called inactive have numbers as strong as hits
# OPRM1-OPRD1 ag = agonists of OPRM1-OPRD1 heterodimerization, primary screen, cell-based, luminescence; Mu-type opioid receptor (Homo sapiens) + Delta-type opioid receptor (Homo sapiens), …; cells; 340,000 compounds, 0.3% hits; AID 504326, 2011; activation, % at 9.3 µM; in the data active means activation above about 18%;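 further: 0% = vehicle-treated cells and 100% = reference agonist; values of inactives mirror those of a sister screen read the other way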
# PKA-R1A activ = activators of PKA-R1A holoenzyme, primary screen, biochemical, fluorescence polarization, Cy5-IP20, bovine R1A, mouse PKAc; cAMP-dependent protein kinase type I-alpha regulatory subunit (Bos taurus) + …; PKA-R1A dissociation; scaled: DMSO 0%, 113 µM cGMP 100%; activation, % at 11.4 µM; 340,000 compounds, 0.083% hits;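 active means percent activation above the mean of all tested compounds plus 3 SD, cut at about 19% in these data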;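 further: higher means more PKAc released from R1A so a rise in polarization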
# PKA-R2B act = activators of PKA-R2B holoenzyme, primary screen, biochemical, fluorescence polarization, Cy5-IP20, human; cAMP-dependent protein kinase catalytic subunit beta (Homo sapiens) + cAMP-dependent …; PKA-R2B holoenzyme dissociation; R2B truncated from residue 108, S112A mutant; 0% DMSO only, 100% 113 µM cGMP; activation, % at 11.4 µM; 340,000 compounds, 0.079% hits; AID 504700, 2011;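 active means activation above a cutoff set at the mean over all compounds plus 3 SD, cut at about 18% in these data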;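 further: higher means more holoenzyme dissociation and a rise in polarization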
# Arr AP2 block = inhibitors of beta-arrestin/AP2 binding, primary screen, biochemical, GPCR trafficking, flow cytometry; inhibition, % at 10 µM; 340,000 compounds, 0.31% hits; FITC-arrestin peptide / GST-AP2 beads; AP2 beta2 appendage carries R879A mutation;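 active means inhibition above a set limit, near 3 SD of compounds lacking own fluorescence, cut at about 54% in these data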;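 further: plate controls were DMSO wells for no effect and 5 µM unlabelled arrestin peptide for full effect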
#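 System: GST-AP2 R879A bound to glutathione beads, E. coli-expressed. Also added: 50 nM FITC-arrestin peptide. Schedule: compound with beads 12 min RT, then probe 1 h RT. Signal: bead flow cytometry, FITC channel. Read-out basis: percent response.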
# OPRM1-OPRD1 inv = inverse agonists of MOR-DOR heterodimerization, primary screen, cell-based, luminescence; cell-based MOR-DOR heterodimer luminescence, inverse agonism; inhibition, % at 9.3 µM; 340,000 compounds, 0.21% hits; in the data active means inhibition above about 22%, passing the limit was not always enough;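 further: 0% = cells with DMSO and 100% = wells without cells with DMSO; values of inactives mirror those of a sister screen read the other way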
# * = called active by the depositor; / = not tested or not shown.
smiles	V-ATPase pHluor	HTR5A ag	DAGLB inhibitor	HTR5A inv ag	DSG3 Ab inh	OPRM1-OPRD1 ag	PKA-R1A activ	PKA-R2B act	Arr AP2 block	OPRM1-OPRD1 inv
Cn1c(=NC(=O)CS(=O)(=O)c2ccccc2)sc2cc([N+](=O)[O-])ccc21	-2.8	2.5	-0.8	-6.6	97.5	2.9	-14.1	-12.9	27.2	-19.6
CCC(C)NC(=O)CS(=O)(=O)Cc1nc(-c2cccc(OC)c2)oc1C (configuration not stated)	3.0	1.6	-1.6	-4.9	93.6	-1.4	-10.6	-2.4	-4.3	8.3
COc1ccc(C2C(C(=O)NCc3ccccn3)c3cc(OC)c(OC)cc3C(=O)N2C)cc1 (configuration not stated)	-5.1	1.9	-0.8	-15.1	103.7	-1.7	-5.2	-2.8	-9.0	9.4
COc1ccc(NC2CCCN(C(=O)C3(C)CCCCC3)C2)cc1 (configuration not stated)	-3.1	-1.4	0.6	5.5	/	-2.4	4.6	1.3	30.0	12.4
COc1cccc(NC(=O)CN2CCN(c3nc(-c4cccc(OC)c4)cs3)CC2)c1	-4.9	1.9	-5.1	-4.9	/	-1.5	1.6	-0.2	18.3	8.8
COc1ccccc1N1CCN(C(=O)C2CCN(S(=O)(=O)c3ccc(C)cc3)CC2)CC1	-3.4	-1.4	-1.8	3.8	102.4	-0.7	-3.0	-11.8	41.2	3.9
Cc1nnc(SCC(=O)NCCc2ccccc2)s1	-0.7	-3.7	-0.7	5.5	102.6	2.5	-9.8	-11.2	13.0	-17.3
Cc1ccc(C(=O)NCC(=O)N2CCN(S(=O)(=O)c3cccs3)CC2)s1	1.9	1.1	0.1	-8.5	103.0	-0.2	-9.8	-6.6	2.3	0.9
CCN(CCn1cccn1)Cc1nc(-c2ccc(OC)cc2)no1	1.5	-3.0	-0.8	8.5	104.8	1.9	-8.2	-13.5	10.4	-9.4
CC(=O)C1=C(C)Nc2ncnn2C1c1ccccc1OCc1ccccc1 (configuration not stated)	0.8	4.5	-0.7	-30.4	106.6	-0.7	-1.7	0.6	1.4	4.0
COc1ccc(C(=O)Nc2ccnn2C2CCN(Cc3ccc4nonc4c3)CC2)cc1	-0.3	4.2	0.4	13.0	109.5	-1.1	4.4	0.5	-4.5	3.5
Cc1ccc2c(CC(=O)NCC(C)(C)N3CCOCC3)coc2c1	-4.3	0.2	-4.1	-0.6	110.1	2.6	-10.1	-2.6	2.5	-12.2
COc1cc(CN(C)CC(=O)c2[nH]c(C)c(C(C)=O)c2C)ccc1OC(F)F	-1.9	2.1	-2.2	-9.5	113.3	-3.0	-3.6	-5.1	2.4	12.3
COC(=O)c1cc(NC(=O)Cc2ccccc2[N+](=O)[O-])ccc1Cl	0.9	1.5	-0.5	13.8	86.9	-1.7	-2.7	-16.0	8.8	8.4
COCCCNC(=O)/C=C/c1ccc(Cl)cc1	4.2	-3.1	-1.5	27.1	103.5	-1.4	-7.9	-3.1	-3.4	8.0
O=c1cc(-c2ccccc2)nc2nc[nH]n12	-3.4	2.4	0.8	4.5	104.0	-3.1	-6.6	6.9	29.6	16.4
Cn1c(CCNS(=O)(=O)c2ccc(F)cc2)nnc1SCc1cccnc1	-1.8	1.4	0.8	-4.0	113.4	0.0	1.2	9.9	-6.9	0.0
C/C=C/c1ccc(OCCCNCC(C)O)c(OC)c1 (configuration not stated)	0.3	4.0	0.8	-11.0	113.8	-2.1	5.6	-3.5	-10.1	12.2
COC(=O)c1sc(S(=O)(=O)Nc2ccc3cn[nH]c3c2)c(C(=O)OC)c1C	2.0	-0.1	3.6	-4.0	96.9	-1.3	-1.2	3.8	-5.0	7.6
CC(=O)n1cc([C@@H]2C=C(C(=O)N3CCN(C)CC3)O[C@H](OCc3ccc(CO)cc3)C2)c2ccccc21	-4.6	-0.7	1.0	1.9	100.0	1.1	-10.0	-9.3	15.4	-6.2
Cc1cc(=O)oc2c3c(cc(OCC(=O)NCCN4CCOCC4)c12)OC(C)(C)CC3	-1.4	-3.4	-3.6	0.2	101.2	-0.9	-8.7	-6.5	7.1	4.3
O=C(O)c1cc([N+](=O)[O-])ccc1-c1ccc([N+](=O)[O-])cc1C(=O)O	-1.3	/	-3.4	/	105.0	/	10.2	1.9	/	/
COc1ccc(-c2nnc(SCc3cc(C)cc(C)c3)o2)cc1	0.3	3.8	-19.7	-53.9	99.3	1.6	-4.0	-5.2	-1.1	-8.9
CCc1cc(Cn2nc(-c3ccccc3)cc2C(=O)NCc2ccccc2OC)on1	-8.6	0.9	-7.5	-23.1	110.4	0.0	-8.2	-12.1	-6.3	0.1
CC1(C)CC(NNCCC#N)=CC(=[N+]2CCCC2)C1	-2.2	-4.6	1.9	11.9	108.2	0.6	3.4	1.5	-6.6	-3.7

# Record cards, as listed above. Values in the order: V-ATPase pHluor | HTR5A ag | DAGLB inhibitor | HTR5A inv ag | DSG3 Ab inh | OPRM1-OPRD1 ag | PKA-R1A activ | PKA-R2B act | Arr AP2 block | OPRM1-OPRD1 inv
# `COc1ccc(-c2nnc(SCc3cc(C)cc(C)c3)o2)cc1` is listed with 0.3 | 3.8 | -19.7 | -53.9 | 99.3 | 1.6 | -4.0 | -5.2 | -1.1 | -8.9
# `COC(=O)c1cc(NC(=O)Cc2ccccc2[N+](=O)[O-])ccc1Cl` is listed with 0.9 | 1.5 | -0.5 | 13.8 | 86.9 | -1.7 | -2.7 | -16.0 | 8.8 | 8.4

# (listing goes on)
smiles	V-ATPase pHluor	HTR5A ag	DAGLB inhibitor	HTR5A inv ag	DSG3 Ab inh	OPRM1-OPRD1 ag	PKA-R1A activ	PKA-R2B act	Arr AP2 block	OPRM1-OPRD1 inv
CN1CCN(C2=NCCO2)CC1	1.1	-3.7	-1.6	13.4	87.6	-2.2	-11.2	-4.7	-9.6	11.3
Cc1nc2cc(C(=O)NCc3ccc4c(c3)OCO4)ccc2n1-c1ccc(Br)cc1	1.3	1.3	-7.7	-1.1	106.4	-1.1	-10.9	-1.1	3.2	5.6
O=C(COc1ccccc1)NCCSCc1ccco1	-1.0	0.9	-2.0	10.8	98.4	-1.3	-5.5	2.3	3.8	7.9
CCNC(=O)/C(=C/c1cccc([N+](=O)[O-])c1)NC(=O)c1ccc(C)cc1	0.3	-0.2	-1.1	0.6	86.2	-0.5	3.0	-3.9	2.5	3.8
CCc1nnc(NC(=O)CSc2nc(C)c3c(c2C#N)CCCC3)s1	2.6	-0.4	-4.3	-13.0	100.1	1.2	-12.2	2.1	2.8	-6.5
CC(C)(C)c1ccc(S(=O)(=O)O/N=C2/CCCCC2c2ccc([N+](=O)[O-])cc2[N+](=O)[O-])cc1 (configuration not stated)	-0.6	1.2	-1.0	15.5	109.3	2.5	-13.3	3.7	-3.1	-12.3
Cc1ccc(-c2cc(C(=O)OCC(=O)N(C)C3CCS(=O)(=O)C3)c3ccccc3n2)c(C)c1 (configuration not stated)	4.1	-3.5	1.1	15.7	114.4	-1.9	2.0	-12.3	9.2	9.4
O=C1CSC(=S)N1Nc1ccccc1	0.6	0.0	-3.0	0.0	91.3	1.1	-0.3	7.1	-21.8	-5.7
CCc1ccc(C2C(=O)c3ccccc3C2=O)cc1	2.6	-6.0	1.5	-18.4	105.4	-2.7	3.1	-0.2	11.8	13.8
O=[N+]([O-])c1ccc(C(O)C(CO)NC(=S)Nc2ccccc2)cc1 (configuration not stated)	0.9	1.1	2.0	-0.7	104.4	-0.9	8.1	10.2	42.7	4.6
CC(Oc1cc(-c2ccccc2)cc2ccccc12)C(=O)N1CCOCC1 (configuration not stated)	3.4	-2.6	-2.8	6.7	/	-0.4	-5.1	1.3	-3.7	2.4
CCCCNC(=O)c1c(CSc2ccc(Cl)cc2)noc1C(=O)NCc1ccccc1	0.3	5.1	-17.6	-21.5	103.1	0.7	6.0	-13.3	5.9	-3.7
O=C(CSc1nnc(Cc2ccccc2)o1)NC1CCCCC1	-1.5	2.3	0.0	-13.5	/	-3.9	-9.1	0.8	-4.2	18.1
Cc1nn(-c2cccc(C(F)(F)F)c2)c(=O)c2ccccc12	-1.8	2.5	-2.8	-15.2	94.3*	0.0	0.9	-3.6	0.7	0.0
CCOC(=O)c1[nH]ncc1CN1CCCC(C(=O)c2ccc(OC)c(OC)c2)C1 (configuration not stated)	2.1	7.1	1.7	-20.1	117.9	-0.9	-3.0	8.0	12.6	5.2
CCOc1ccc(Nc2nc3cc(S(=O)(=O)CC)ccc3o2)cc1	3.9	7.9	2.5	-12.6	100.3	0.9	-9.8	4.4	-4.6	-4.6
CC(C)Oc1cccc(C(=O)C2CCCN(C(=O)CCn3cnnn3)C2)c1 (configuration not stated)	-2.6	-0.4	0.6	1.2	106.0	-0.4	5.0	-6.2	4.9	2.0
COc1cc(/C=C/C(=O)OCC(=O)c2ccc3c(c2)NC(=O)CO3)ccc1OC(F)F	2.8	1.6	0.5	-5.8	103.9	-1.0	-0.8	-3.9	-3.6	5.3
CC1CN(c2ccc(Cl)nn2)CC(C)O1 (configuration not stated)	2.9	3.3	-2.0	3.4	102.1	-1.7	5.5	-4.7	-4.5	8.6
COc1cc(CNCCO)ccc1OC1CCCC1	6.0	-0.1	-3.4	-32.1	102.1	-1.2	-12.7	-10.7	3.2	6.3
O=C(C1=C(O)C(=O)N(Cc2ccco2)C1c1ccccc1)c1cccs1 (configuration not stated)	4.4	-3.1	1.3	8.2	/	-1.5	1.6	-5.3	-1.0	9.0
COc1ccc(NCC(=O)Nc2cc(S(=O)(=O)N3CCOCC3)ccc2N2CCOCC2)c(OC)c1	1.8	-1.4	-2.0	-6.9	102.5	-2.3	-3.2	-2.9	6.2	11.6
COc1cc(NC(=O)c2cccc([N+](=O)[O-])c2C)ccc1NC(=O)c1ccco1	4.5	2.8	8.5	5.4	99.8	-2.8	-10.8	-7.5	1.9	15.0
O=c1[nH]c(=O)n(Cc2ccccc2)c2nc(-c3ccco3)cc(C(F)(F)F)c12	-1.4	-7.8	10.7	18.9	95.9	2.3	7.6	8.3	-16.2	-11.2
COc1ccc(-c2nnco2)cc1OC	-12.8	-1.4	0.8	-7.6	95.0	-1.0	-7.8	3.1	23.4	5.2
CCCCSc1nnc2nc(C)cc(C)n12	-4.9	-2.5	0.9	-18.7	105.3	-3.2	-0.1	-2.1	12.3	15.9
COc1ccccc1CN(CC(=O)NCc1ccco1)C(=O)CNS(=O)(=O)c1ccc(C)cc1	0.2	1.4	-1.4	-17.0	109.6	-2.7	-13.6	2.8	5.5	11.2

# Outcome played no part in choosing rows. Share with any hit: about 2.4%.
